# Granule exo inh: blocks lytic granule exocytosis; TALL-104 LAMP-1 surface exposure, flow cytometry; cells stimulated with thapsigargin and PMA; inhibition, % at 10 µM; actives 0.66% (n = 360,000);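 active = inhibition above about 55%, limit read from the data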
# TROY signal inh: inhibitors of TROY-dependent NF-kB signaling | inhibition, % at 10 µM | AID 1347056 | actives 0.98% (n = 360,000) | Q293 LMP1-TROYcd NF-kB luciferase reporter, 4 h;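 active = compounds whose plate-normalised and pattern-corrected inhibition of the luciferase reporter signal at the single screening dose is 50% or more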
# COUP-TFII inh: NR2F2 (human) inhibition, primary screen | P24468 | HEK293T NGFI-A luciferase reporter, luminescence | inhibition, % at 8.6 µM | actives 0.7% (n = 370,000);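 active = inhibition above a per-plate cutoff, mean inhibition of test wells between control levels plus 3 SD, cut at about 38% in these data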;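 also: cells cotransfected with COUP-TFII expression vector driving the NGFI-A reporter; 0% = median of COUP-TF2 test wells and 100% = reporter-only cells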
# ABHD5-PLIN5 inh: ABHD5-PLIN5 protein interaction inhibition | Q00G26+Q8WTS1 | inhibition, % at 4 µM | Split G. princeps luciferase complementation, luminescence, 4 h | actives 0.78% (n = 360,000);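 active = inhibition above the mean inhibition across every tested compound plus 3 SD, cut at about 22% in these data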;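 also: 0% = DMSO only wells and the 100% control is not disclosed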
# NOD2 RIPK2 PPI: blocks binding of human NOD2 to RIPK2. O43353. CHO BLA complementation NOD2-RIPK2, CCF4 ratio. inhibition, % at 4.98 µM. actives 0.38% (n = 360,000); in the data active = inhibition above about 21%;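 also: 0% = vehicle only and 100% = reference blocker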
# NCOA3 inh: human NCOA3 inhibition. Q9Y6Q9. actives 0.17% (n = 360,000). inhibition, % at 3.6 µM. HEK293 GAL4-SRC3 luciferase reporter, luminescence. AID 588352;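 active = inhibition above a per-campaign cutoff, the mean of all compounds plus 3 SD, cut at about 60% in these data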;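 also: 0% = DMSO-treated cells and 100% = gossypol-treated cells at 36 µM; higher means less SRC3-driven luciferase light from the GAL4 reporter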
# LRH-1 inv ag: inverse agonists of human LRH-1 (NR5A2) | O00482 | HEK293T StAR-luciferase reporter, LRH-1 transfected, 24 h | inhibition, % at 3.6 µM | actives 0.13% (n = 360,000) | AID 602396;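 active = inhibition above the mean inhibition of all tested compounds plus 3 SD, cut at about 73% in these data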;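 also: 0% = DMSO wells and 100% = reporter-only cells lacking LRH-1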
# TLR9-MyD88 inh: inhibitors of human TLR9-MyD88 binding. CHO BLA complementation TLR9-MyD88, CCF4 FRET ratio. inhibition, % at 4.98 µM. AID 504734. Q9NR96+Q99836. actives 0.21% (n = 340,000);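 active = inhibition above the mean over all tested compounds plus 3 SD, cut at about 21% in these data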;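 also: 0% = DMSO only wells and 100% = clavulanate BLA inhibitor control wells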
# TWEAK-Fn14 inh: TWEAK-Fn14 signaling inhibition. inhibition, % at 10 µM. actives 2% (n = 360,000). AID 1159606. TWEAK-stimulated Fn14 reporter cells, luciferase luminescence, 8 h; in the data active = inhibition above about 50%
# SRC2 inh: human SRC2 (NCOA2) inhibition | Q15596 | HEK293 GAL4-SRC2 luciferase reporter, luminescence | inhibition, % at 9 µM | actives 0.17% (n = 370,000) | AID 651957;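 active = inhibition above the mean inhibition of all tested compounds plus 3 SD, set per campaign, cut at about 52% in these data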;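 also: 0% = DMSO treated cells and 100% = cells given Gossypol at 36 µM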
# Target sequence (Q15596 whole entry, looked up, the tested form may be a part): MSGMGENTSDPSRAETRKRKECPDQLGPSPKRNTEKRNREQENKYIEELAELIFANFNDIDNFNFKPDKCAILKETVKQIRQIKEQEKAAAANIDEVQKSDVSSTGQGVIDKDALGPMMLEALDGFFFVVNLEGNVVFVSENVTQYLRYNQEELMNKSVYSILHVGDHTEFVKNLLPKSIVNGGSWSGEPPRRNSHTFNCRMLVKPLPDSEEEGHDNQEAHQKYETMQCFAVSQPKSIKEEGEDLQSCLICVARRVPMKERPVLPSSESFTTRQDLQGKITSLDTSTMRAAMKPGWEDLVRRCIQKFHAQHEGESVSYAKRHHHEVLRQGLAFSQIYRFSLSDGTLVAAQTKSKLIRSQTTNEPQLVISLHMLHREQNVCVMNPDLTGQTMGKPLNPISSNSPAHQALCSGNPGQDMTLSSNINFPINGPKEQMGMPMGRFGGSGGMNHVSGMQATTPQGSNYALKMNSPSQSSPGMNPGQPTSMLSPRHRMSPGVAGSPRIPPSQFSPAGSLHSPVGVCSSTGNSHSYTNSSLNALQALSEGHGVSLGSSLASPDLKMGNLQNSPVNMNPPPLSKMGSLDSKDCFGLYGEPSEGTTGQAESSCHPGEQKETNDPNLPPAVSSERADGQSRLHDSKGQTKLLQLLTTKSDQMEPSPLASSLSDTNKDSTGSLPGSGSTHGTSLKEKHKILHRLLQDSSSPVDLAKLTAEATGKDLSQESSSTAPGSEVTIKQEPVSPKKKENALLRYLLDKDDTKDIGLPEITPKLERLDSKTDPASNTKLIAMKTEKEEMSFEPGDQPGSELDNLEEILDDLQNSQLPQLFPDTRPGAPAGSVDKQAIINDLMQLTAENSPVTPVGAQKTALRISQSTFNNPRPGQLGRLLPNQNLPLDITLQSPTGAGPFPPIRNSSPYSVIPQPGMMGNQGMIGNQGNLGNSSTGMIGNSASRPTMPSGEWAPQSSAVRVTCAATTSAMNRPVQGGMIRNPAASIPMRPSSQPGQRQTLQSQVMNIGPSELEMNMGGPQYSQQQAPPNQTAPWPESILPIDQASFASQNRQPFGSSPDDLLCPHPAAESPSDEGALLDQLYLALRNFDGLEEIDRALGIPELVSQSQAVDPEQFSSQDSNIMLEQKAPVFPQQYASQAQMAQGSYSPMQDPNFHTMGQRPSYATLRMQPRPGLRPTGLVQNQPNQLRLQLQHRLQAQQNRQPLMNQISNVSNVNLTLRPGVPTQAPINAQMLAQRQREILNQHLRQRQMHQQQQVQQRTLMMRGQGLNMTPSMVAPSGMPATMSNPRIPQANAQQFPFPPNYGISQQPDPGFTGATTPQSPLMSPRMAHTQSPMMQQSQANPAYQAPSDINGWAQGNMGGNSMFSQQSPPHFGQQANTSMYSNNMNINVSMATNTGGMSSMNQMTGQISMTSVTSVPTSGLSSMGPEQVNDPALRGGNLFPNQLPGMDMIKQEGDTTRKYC
# NCOA1 inh: inhibits human SRC1 coactivator. Q15788. HEK293 GAL4-SRC1 luciferase reporter, luminescence. inhibition, % at 3.6 µM. actives 0.12% (n = 360,000). AID 588354;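 active = inhibition above the campaign mean plus 3 SD, with each screening campaign given its own cutoff, cut at about 60% in these data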;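 also: 0% = DMSO treated cells and 100% = gossypol at 36 µM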
# * = called active by the depositor; / = not tested or not shown; & = joins results of further samples. Only part of the results is shown, so the mix of outcomes need not match the whole.
SMILES,SRC2 inh,TROY signal inh,Granule exo inh,TLR9-MyD88 inh,COUP-TFII inh,NOD2 RIPK2 PPI,TWEAK-Fn14 inh,NCOA3 inh,NCOA1 inh,ABHD5-PLIN5 inh,LRH-1 inv ag
CC(=O)Nc1ccc(S(=O)(=O)Nc2ccc(S(=O)(=O)N3CCCC3)cc2)cc1,-2,-22,2,-6,2,-9,4,15,4,2,3
CCCC(O)(CCC)C(=O)NN(C(=O)OC)c1ccccc1,10,2,-3,16,6,-1,0,13,3,-4,14
CCC(=O)N/N=C/c1ccc(-c2ccc(Cl)cc2)o1,-18,-34,-2,4,3,-7,-10,-29,-6,-5,-9
COc1ccc(CC(=O)Nc2cccc(-c3nnc(-c4ccco4)o3)c2)cc1,8,-31,-1,3,10,5,33,-20,-2,-5,-11
CC1CCCC/C1=N\NC(=S)NCCc1ccccc1 (stereo unspecified),-16,-16,32,-1,0,4,-2,15,-4,-10,-4
O=C(NCCN1CCCC1)c1ccc(Br)cc1,4,10,0,-8,9,13,0,-7,-2,-9,-8
CC(=O)N1CC=CC1(C)C(=O)NCc1cc(F)cc(C(F)(F)F)c1 (stereo unspecified),4,-4,2,-4,-5,-15,15,-14,4,1,4
CN(CCc1ccccn1)c1ncnc2[nH]ncc12,-4,-26,1,5,6,0,-10,11,-6,0,-12
CCn1c(CNC(=O)COc2ccc(C(C)C)cc2)nnc1SCC(=O)NC1CCCCC1C (stereo unspecified),-7,-2,5,1,2,3,5,14,7,0,18
COc1ccc(N2CCN(C(=O)c3sc4ncn(CC(=O)N5CCCCC5)c(=O)c4c3C)CC2)cc1,11,-3,-3,7,-16,2,-10,-16,0,-6,-5
COc1ccc(Cc2nc3ccc(C(=O)NC(C)Cc4ncccc4C)cc3o2)cc1OC (stereo unspecified),1,8,-2,4,25,-9,20,-4,-8,-1,-12
CC(=O)Oc1ccccc1C(=O)OCCN=C1NS(=O)(=O)c2ccccc21,17,10,-7,-4,4,8,22,-11,-131,-10,-4
Cc1cc(N(C)C)c(C#N)c(N2CCCCC2)n1,7,-3,-1,3,-6,-5,-7,-4,-27,-2,14
Cc1cc(C(=O)NNC(=O)c2ccc(Cl)cc2)c2ccccc2n1,-23,-11,5,2,14,3,-4,2,-13,0,-2
COc1ccc(OC)c(C2=NOC(C(=O)Nc3ccc4c(c3)OCCO4)C2)c1 (stereo unspecified),6,8,1,-1,0,-2,8,8,3,0,-1
CCCn1c(=S)[nH]c2cc(C(=O)N3CCc4ccccc43)ccc2c1=O,-13,42,2,-1,13,0,35,3,8,-5,15
Cn1cccc1Cc1nnc(SCC(=O)Nc2ccc3c(c2)OCO3)n1CCc1ccccc1,-20,-4,-2,0,-8,14,20,5,-28,-6,4
O=C(NC(=S)Nc1c(F)cc(F)cc1Br)c1ccc2c(c1)OCCO2,-25,2,15,0,-14,0,-11,-7,-33,2,-96
O=C(c1ccco1)N1CCN(C2CN(Cc3ccc([N+](=O)[O-])cc3)S(=O)(=O)C2)CC1 (stereo unspecified),0,-19,-8,7,3,-2,-18,-25,-1,-6,-4
COc1ccc(C(C(=O)Nc2ccc(F)cc2)N2CCN(C(=O)c3ccco3)CC2)cc1 (stereo unspecified),2,/,-7,/,-12,2,/,/,/,-1,-16
CC1(C(=O)OCC(=O)Nc2cc(S(=O)(=O)N3CCOCC3)ccc2Cl)CC1(Cl)Cl (stereo unspecified),4,20,6,-25,-16,-8,4,4,-9,6,-15
Cc1c(Oc2ccc(C(F)(F)F)cc2[N+](=O)[O-])ccc2c3c(c(=O)oc12)CCC3,-20,-11,5,0,-3,-4,16,22,7,4,2
Cc1nc(COC(=O)c2ccc(S(=O)(=O)N3CCCC3)cc2)cs1,2,-5,-3,15,11,5,-10,2,-15,-2,2
CC1CCN(C(=O)COC(=O)c2ccc3c(c2)C(=O)N(Cc2ccco2)C3=O)CC1,-12,11,-1,2,4,1,4,13,-1,10,-10
CCOc1cc(C(=O)Nc2ccc([N+](=O)[O-])cn2)cc(OCC)c1OCC,6,-10,-3,-9,19,-3,-12,22,13,14,4
O=C(NNS(=O)(=O)c1ccccc1[N+](=O)[O-])c1cccnc1,-16,4,1,10,5,7,-7,7,-6,5,-2
Cc1nnc(C)n1/N=C/c1ccc(C(C)C)cc1,-48,12,-4,-1,10,-4,-4,2,3,-3,15
Cc1ccn2c(C(=O)NNC(=O)Nc3ccc(Cl)cc3)c(C)nc2c1,-12,-6,1,-4,-20,-2,-11,-5,4,5,23
CC(C)(C)c1ccc(S(=O)(=O)NC(=O)C2(C)CCN2C(=O)CC2CC2)cc1 (stereo unspecified),-7,25,10,/,-7,2,-7,-7,11,-10,11
CC1Cn2c(nc3sc4c(c3c2=O)CCC4)N1CCO (stereo unspecified),8,-13,0,2,5,3,-1,9,-2,0,-3
Cn1c(N)c(S(=O)(=O)N2CCN(c3ccccc3F)CC2)c(=O)n(C)c1=O,18,3,-3,-8,-8,4,12,-7,-3,11,15
CCOC(=O)C1C(c2cccc(Cl)c2Cl)NC(=O)NC1(O)C(F)(F)F (stereo unspecified),-11,9,2,11,11,-9,-15,-5,3,4,8
Cc1ccc(NC(=O)CNCc2ccc(Cl)cc2Cl)cc1S(=O)(=O)N(C)C,-23,5,8,0,11,-2,12,5,-14,10,-2
COCCNC(=O)C1CC(=O)N(c2ccc(F)c(Cl)c2)C1 (stereo unspecified),-3,-14,3,3,10,5,1,8,3,4,8
CN(CC(O)COc1ccc(OCC(O)CN(C)C2CCCCC2)cc1)C1CCCCC1 (stereo unspecified),3,3,-2,6,-9,5,-14,-1,-1,1,-11
C=CCN(CC=C)C(=O)c1ccccc1NC(=O)c1ccccc1C,1,4,4,3,5,-15,-1,21,-2,-2,13
Cc1ccc(O)c(C=Nc2cc(C)ccc2O)c1,/,22,-1,-7,/,1,37,-14,-39,-4,-12
O=C1CCc2ccc(NS(=O)(=O)c3ccc(F)cc3)cc2N1,-20,-20,0,-15,-22,-1,-8,5,-4,0,2
COc1ccc(/C=C/c2nc(S(=O)(=O)c3ccccc3)c(N(C)C)o2)cc1OC,4,-2,-1,10,-10,-1,1,4,-6,-2,11
Nc1nc(NCC(=O)O)nc(NC2CCCCC2)c1[N+](=O)[O-],-5,-6,4,1,-10,7,0,4,7,0,-1
COc1ccc(-n2ncc3c(NCc4ccccn4)ncnc32)cc1,-66,-15,-3,7,-36,6,-8,-45,-46,1,-78
N#Cc1ccc(C(=O)Nc2nc3ccccc3[nH]2)cc1,-18,5,-4,-2,-11,0,28,-85,-68,-6,-91
COc1cc(OC)c(OC)cc1CN1CCN(C(=O)CC(C)C)CC1,-17,11,10,-2,10,-17,-17,-6,-2,-1,7
CC(/C=N/NC(=O)CSc1nc(C)cc(C)n1)=C\c1ccccc1,14,7,-1,-1,5,7,-11,12,5,-4,4
Cc1cc(C)cc(NC(=S)N2C3CCCC2CC(NC(=O)C2CC2)C3)c1 (stereo unspecified),4,-16,-14,9,24,-2,15,10,-11,-6,9
Cc1ccc(C)c(NC(NC(=O)c2ccccn2)C(Cl)(Cl)Cl)c1 (stereo unspecified),10,-4,6,-3,6,-5,-25,-5,10,13,15
COc1ccc(N(CC(=O)NCc2cccnc2)S(=O)(=O)c2ccc(C)c([N+](=O)[O-])c2)cc1,1,2,2,0,-3,-1,10,12,-1,0,8
O=C(CCc1ccccc1Cl)Nc1cc2c(cc1C(=O)O)OCCCO2,10,12,-1,-2,7,7,9,2,-27,7,9
COc1cc2c(cc1OC)CN(C(=O)CN1CCN(S(=O)(=O)c3ccccc3Br)CC1)CC2,18,-12,10,-1,-5,-3,11,7,-9,-4,-4
COc1ccc(C)cc1NC(=O)C1CC(=O)N(CCc2ccc(F)cc2)C1 (stereo unspecified),7,18,-3,-3,-5,-5,-1,-1,-4,-4,11
Cc1ccc2[nH]c3c(=O)n(N)c(=O)[nH]c3c2c1,-35,5,2,/,2,-9,0,16,10,-7,21
CCCCCCSc1cc(-c2nc3ccc(Cl)cn3c2NCCCC)ccc1OC,2&-5,-6&-11,-5&-1,-9,13&3,8&-4,0&4,-3,1,-6&-6,-4&7
Cc1nc(NC(=O)Nc2ccc(Cl)cc2)sc1C,-43,-70,-6,-4,-28,-6,-11,-77,-86,-6,-73
O=c1c2[nH]c3ccccc3c2nc2n1CCCS2,-23,-59,-1,/,-6,-3,-11,-12,-48,1,-18
COc1ccc(/C=N/NC(=O)c2ccc(Cn3cc([N+](=O)[O-])cn3)o2)cc1O,-41,-12,-3,-7,7,-1,-33,-10,-3,2,-31
CCCC(C)NC(=O)CSc1nc2ccc(C)cc2[nH]1 (stereo unspecified),2,-5,0,-6,4,-4,4,-6,-50,0,-14
CC1CCCN(C(=O)COC(=O)c2cc([N+](=O)[O-])ccc2N2CCOCC2)C1 (stereo unspecified),-32,-1,-1,6,-16,-8,-11,-17,-1,-2,-11
O=S1(=O)CCN(C2CCCC2)CC1,-7,-10,-2,-3,3,-6,1,-10,-4,1,13
CN(Cc1ccccc1)C(=O)CN1C(=O)c2ccccc2S1(=O)=O,-64,-22,-16,5,0,-12,-6,-1,-47,3,-7
COc1cccc(-n2nnnc2SCC(=O)Nc2cccc(C)n2)c1,1,9,-4,6,10,0,0,10,-63,-8,16

# Later entries
SMILES,SRC2 inh,TROY signal inh,Granule exo inh,TLR9-MyD88 inh,COUP-TFII inh,NOD2 RIPK2 PPI,TWEAK-Fn14 inh,NCOA3 inh,NCOA1 inh,ABHD5-PLIN5 inh,LRH-1 inv ag
CC(=O)Nc1ccc(Nc2c3c4c(cccc4n(C)c2=O)C(=O)c2ccccc2-3)cc1,-15,-14,-10,-5,-6,-9,-21,4,1,18,-14
O=c1c2ccccc2nc2n1CCCCC2,-1,5,-3,1,12,6,-6,4,-6,-7,-2
O=C(Cc1ccc(S(=O)(=O)N2CCCC2)s1)N1CCN(c2ccc(F)cc2)CC1,-1,14,-2,6,6,0,44,11,-1,-4,4
COCCNc1c([N+](=O)[O-])c(=O)n(-c2ccccc2)c2ccccc12,8,11,-2,-3,7,2,-5,7,9,3,-22
O=C1NC(c2ccco2)Nc2sc3c(c21)CCN(Cc1ccccc1)C3 (stereo unspecified),-34,6,-2,-1,-21,-6,18,-1,9,-22,9
CCCOc1cccc(C(=O)NC(=S)Nc2ccccc2)c1,-72,-29,-3,1,1,-2,-14,-30,-71,-9,-90
COc1ccc(NS(=O)(=O)c2ccc3c(c2)Cc2ccccc2-3)cn1,20,23,-3,-4,16,10,11,3,8,1,9
O=C(O)c1ccc(CSc2nnc(-c3ccncc3)n2-c2ccc(Cl)cc2)cc1,-7,0,1,12,10,-8,-4,8,10,1,-7

# Source: PubChem BioAssay (several laboratories)
